GPR35 arrestin U2OS – GPR35 antagonists blocking zaprinast-driven arrestin recruitment, primary screen, imaging, U2OS, beta-arrestin-GFP, zaprinast agonist (AID 2058); 290,000 compounds, 0.052% hits; inhibition, % at 10 µM, or IC50 in µM where a hit was titrated; U2OS GPR35 beta-arrestin-GFP translocation imaging, zaprinast antagonism; higher % means a stronger effect;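 active = inhibition of at least 50% with at least 30 cells and total cytoplasm GFP at most 10,000,000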
T cell modulator – T cell immune modulation candidate; calls only at 7 µM; 2C CD8+ T cell-vesicle binding, flow cytometry; stronger effect = lower value; 330,000 compounds, 0.068% hits; AID 2052;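 active = response, share of CD8 T cells binding vesicles, and their 90th percentile fluorescence all below set limits, cut at about 80% in these data, passing the limit was not always enough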
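Assay system – 2C mouse CD8+ T cells · Also added – QL9-loaded Drosophila micro-vesicles · Timing – Cell–vesicle co-incubation 1.5 h at 37 °C, staining 20 min on ice · Signal – flow cytometry of vesicle-bound cells · Measure – percent CD8+ FL2 mean versus row control · Controls – Peptide-free naked vesicles (low) and QL9 vesicles with 0.7% DMSO vehicle (high)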
GPR55 beta-arrestin – selective activators of receptor GPR55 – imaging, U2OS cells, beta-arrestin-GFP redistribution, primary screen (AID 1961); U2OS GPR55 beta-arrestin-GFP redistribution imaging; higher % means a stronger effect; activation, % at 10 µM; hits with a dose series show EC50 in µM; 290,000 compounds, 0.048% hits;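 active = activation above 40% with more than 50 cells counted in the well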;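 also: U2OS osteosarcoma cells stably expressing GPR55 and beta-arrestin-GFP; plate controls were DMSO negative control for no effect and LPI positive control for full effect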
NTR1 agonist – agonists of NTR1, primary screen, imaging, U2OS cells, beta-arrestin-GFP, high content (AID 493036); activation, % at 20 µM; P30989; NTR1-U2OS beta-arrestin-GFP spot imaging, agonist mode; 330,000 compounds, 0.17% hits;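 active = activation at or above 40% of the spot to cytoplasm intensity ratio, with at least 20 cells analyzed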;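 also: 0% = DMSO without peptide and 100% = 100 nM NTR1 peptide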
Target sequence (P30989 whole entry, looked up): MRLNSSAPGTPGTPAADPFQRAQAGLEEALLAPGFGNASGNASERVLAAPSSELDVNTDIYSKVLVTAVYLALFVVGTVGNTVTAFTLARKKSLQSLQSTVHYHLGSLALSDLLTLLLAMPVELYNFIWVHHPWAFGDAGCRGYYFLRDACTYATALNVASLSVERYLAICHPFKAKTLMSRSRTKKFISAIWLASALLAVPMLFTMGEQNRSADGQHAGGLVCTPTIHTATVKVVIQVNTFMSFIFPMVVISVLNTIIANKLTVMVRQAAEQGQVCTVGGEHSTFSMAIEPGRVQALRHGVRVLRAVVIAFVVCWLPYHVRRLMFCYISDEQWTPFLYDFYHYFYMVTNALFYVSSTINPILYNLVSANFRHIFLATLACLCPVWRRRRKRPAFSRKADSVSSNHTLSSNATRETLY
Salmonella PhoP GFP – inhibitors of PhoP regulon expression, primary screen, Salmonella Typhimurium, GFP reporter (AID 1863) | S. Typhimurium PhoP-regulated promoter GFP reporter, 4 h; higher % means a stronger effect | 300,000 compounds, 0.16% hits | inhibition, % at 50 µM; hits with a dose series show IC50 in µM;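 active = inhibition over 29.93%, a cutoff 3 SD above the screen mean, later confirmed by dose response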;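 also: 0% = low Mg2+ inducing control and 100% = high Mg2+ repressing control; strong numbers were not always called active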
GPR55 antagonists – GPR55 antagonists blocking LPI-driven arrestin recruitment, primary screen, imaging, U2OS, beta-arrestin-GFP, LPI agonist (AID 2013). U2OS GPR55 beta-arrestin-GFP translocation imaging, LPI antagonism; higher % means a stronger effect. inhibition, % at 10 µM; hits with a dose series show IC50 in µM. 290,000 compounds, 0.13% hits;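 active = spots per cell inhibited over 60%, with over 100 cells counted and total cytoplasm intensity under 500,000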;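 also: U2OS cells stably carrying GPR55 and arrestin-GFP stimulated by 5 µM LPI near EC80; imaged beta-arrestin-GFP aggregate spots per cell after agonist stimulation; plate controls were LPI-stimulated DMSO wells for no effect and DMSO wells without LPI for full effect; some results filed as inactive read as strong as hits; confirmed hits need IC50 under 10 µM and bright autofluorescent wells are also inconclusive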
KOR beta-arrestin-1 – KOR antagonists, beta-arrestin recruitment, cell-based, luminescence, uHTS (AID 1778); KOR beta-arrestin recruitment, luminescence, antagonist mode; higher % means a stronger effect; 290,000 compounds, 0.091% hits; one-dose inhibition, % at 10 µM; IC50 in µM for titrated hits; in the data active = inhibition above about 50%; also: strong numbers were not always called active
KOR beta-arrestin-2 – kappa opioid receptor activators – cell-based, luminescence, uHTS, primary screen (AID 1777) | KOR beta-arrestin recruitment, luminescence; higher % means a stronger effect | 280,000 compounds, 0.02% hits | activation, % at 10 µM, or EC50 in µM where a hit was titrated; in the data active = activation above about 50%, passing the limit was not always enough; also: a part of the inactive calls stands beside numbers as strong as those of hits
West Nile antiviral – West Nile virus antiviral activity, cell-based, CPE readout (AID 1621); West Nile virus-infected cells, CPE inhibition; higher % means a stronger effect; CPE inhibition, % at 10 µM, or IC50 in µM where a hit was titrated; 290,000 compounds, 0.02% hits; in the data active = a potency from the dose series; also: strong numbers were not always called active
T cell modulator vesicle-bound % – also measured in T cell modulator; calls as there; double positive events, %; measured here: CD8+ vesicle-bound cell fraction;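 binding gate set so that unloaded-vesicle control wells show 10% double positive cells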
NTR1 agonist cell count 20 µM – recorded beside NTR1 agonist, whose call it bears; cell count; measured here: cell count, cytotoxicity flag
* hit, by the source's call; i = inactive; / = no result given; [ ] = remark or other dose.

Value order: NTR1 agonist, NTR1 agonist cell count 20 µM, T cell modulator, KOR beta-arrestin-2, GPR55 beta-arrestin, KOR beta-arrestin-1, Salmonella PhoP GFP, GPR35 arrestin U2OS, West Nile antiviral, GPR55 antagonists, T cell modulator vesicle-bound %
1) Cc1ccc(CN2CCNC(=O)C2CC(=O)O)cc1 (stereo unspecified)
    1.5, 51, i, 9.4%, -0.1%, 22%, 9%, 1%, 0.4%, -5%, 43
2) CC1CCCN(C(=O)COc2ccc(Nc3ccccc3)cc2)C1 (stereo unspecified)
    0.7, 35, i, -2.4%, 0.1%, 1%, 4%, 21%, -2.0%, -17%, 29
3) CC1CCN(C(=S)c2ccc3c(c2)OCO3)CC1
    -1.2, 54, i, -6.2%, -0.2%, -6%, -8%, 9%, -0.5%, 2%, 50
4) Cc1c(C(=O)O)oc2c1C(O)CCC2 (stereo unspecified)
    0.2, 85, i, -2.7%, 0.3%, 18%, 8%, 5%, 0.3%, 15%, 25
5) O=C(c1ccc2c(c1)OCO2)N(c1ccc(Br)cc1)C1C=CS(=O)(=O)C1 (stereo unspecified)
    0.2, 50, i, -0.7%, 0.3%, 2%, -1%, -3%, -0.2%, -9%, 69
6) O=C1CCCN1Cc1ccccc1
    0.3, 73, i, -3.4%, -0.1%, -43%[20 µM], 0%, -22%, 0.2%, -2%, 29
7) CCc1nc2cccnc2n1-c1ccc(CC(=O)NC(C)CC)cc1 (stereo unspecified)
    0.4, 98, i, -5.9%, 0.9%, 8%, 6%, -14%, -0.3%, -2%, 32
8) COc1ccc2nc(N3CCCC(C(=O)NCCCN4C(C)CCCC4C)C3)sc2c1 (stereo unspecified)
    -0.6, 67, i, -3.2%, -0.2%, -19%, 13%, -1%, -0.3%, 1%, 51
9) COc1cc(NC(=O)C2C3C=CC(C3)C2C(=O)O)c(OC)cc1Cl (stereo unspecified)
    0.7, 44, i, -1.7%, 0.3%, 18%, 11%, -2%, -0.5%, -3%, 17
10) O=C(N/N=C/c1ccccc1)c1ccc(N2CCOCC2)c([N+](=O)[O-])c1
    -1.0, 43, i, -2.8%, 0.2%, -23%, -10%, -1%, 0.2%, 3%, 41
11) Nc1cccnc1Sc1cc(Cl)c(Cl)cc1Cl
    0.2, 82, i, -0.2%, 0.0%, -32%, 15%, -4%, 1.4%, -6%, 33
12) COc1ccc2nc(NC(=O)c3cnccn3)sc2c1
    -0.5, 60, i, -4.2%, -0.3%, 13%, -4%, -7%, 0.5%, -9%, 34
13) COc1ccc(COC(=O)c2ccc(S(=O)(=O)N3CCC(C)CC3)cc2)cc1
    7.2, 54, i, 5.5%, 0.2%, -40%, -3%, -1%, 0.5%, 5%, 13
14) CCCCOc1ccc(C(=O)NCc2ccccn2)cc1
    -0.6, 35, i, -1.5%, -0.2%, -5%, 6%, 6%, -0.1%, 0%, 58
15) CC(=O)/C(=N/Nc1cccc(Cl)c1)N1CCOCC1
    2.4, 101, i, -1.8%, 0.0%, -9%, 10%, 14%, -0.4%, -4%, 65
16) C=CCNCCCOc1ccc(C(C)(C)c2ccccc2)cc1
    2.4, 57, i, 5.1%, 0.1%, -49%, 9%, 7%, -1.8%, 20%, 51
17) COCCSc1nnc(NC(=O)C2CC(=O)N(CCc3ccc(F)cc3)C2)s1 (stereo unspecified)
    0.7, 44, i, 1.1%, 0.3%, -24%, 0%, 11%, -0.1%, 2%, 31
18) OC(CNCc1cccc(Cl)c1)c1ccccc1 (stereo unspecified)
    -1.3, 92, i, 2.2%, 0.2%, -42%[20 µM], 4%, 2%, 0.0%, -15%, 63
19) COc1ccc(NC(=O)N2CCCC(C(=O)NC(C)C)C2)cc1 (stereo unspecified)
    -1.4, 73, i, 10%, -0.4%, 28%, -4%, -3%, -0.2%, -6%, 30
20) Cc1ccc(NC(=O)c2csc(-c3ccccc3)c2C)cc1
    /, /, /, 14%, 0.0%, -10%, -7%, 1%, 0.1%, -7%, /
21) COC(=O)c1sc(S(=O)(=O)N2CCN(c3ccccc3)CC2)c(C(=O)OC)c1C
    2.4, 69, i, -1.9%, 0.2%, 14%, 5%, -15%, 0.0%, 16%, 32
22) NC(=O)C1CCN(CC(=O)Nc2ccccc2N2CCOCC2)CC1
    -0.4, 47, i, 2.2%, -0.2%, 30%, -9%, 0%, 0.2%, -17%, 51
23) CCOc1ccc(NC(=O)CSc2nc3cccnc3n2CCOC)cc1
    -0.2, 78, i, 0.4%, 0.2%, 8%, 9%, 5%, -0.1%, -9%, 48
24) COc1ccccc1-c1nnc2n1N=C(C(C)(C)C)CS2
    0.1, 74, i, -5.5%, 0.3%, 35%, -4%, -17%, 1.3%, -7%, 44
25) O=C(Cc1ccccc1)NCC(=O)OCC(=O)c1ccc(OC(=O)c2ccccc2)cc1
    -3.0, 56, i, 7.5%, 0.2%, 2%, 8%, -2%, 0.3%, 15%, 12
26) CNS(=O)(=O)c1c(C)cc(C)c(N(C)S(=O)(=O)c2ccccc2)c1C
    -1.0, 76, i, -1.1%, -0.3%, 2%[20 µM], 6%, -7%, 0.1%, 1%, 46
27) CCNC(=S)N(CCO)Cc1cc2cc3c(cc2[nH]c1=O)OCO3
    0.2, 58, i, 3.9%, -0.2%, -18%[20 µM], -2%, 3%, -0.4%, 2%, 15
28) O=C(NN=C1CCCC1)c1cc(-c2ccc(F)cc2)nc2ccccc12
    2.6, 43, i, -2.8%, 0.0%, -3%, 4%, 2%, 0.0%, 11%, 25
29) Cc1ccc(CNCc2ccco2)cc1
    -0.3, 61, i, 1.8%, -0.2%, -2%, 13%, -5%, 0.0%, 4%, 52
30) CC1CCN(C(=O)COC(=O)c2cc3ccccc3cc2O)CC1
    0.7, 80, i, -4.6%, 0.1%, -7%, -2%, 9%, 0.4%, -10%, 28
31) COc1ccc(NC(=O)C(NS(=O)(=O)c2cccs2)C(C)C)cc1Cl (stereo unspecified)
    -0.5, 49, i, -1.8%, -0.3%, 3%, 2%, -14%, -0.2%, -17%, 42
32) O=C(c1cc(S(=O)(=O)N2CCOCC2)ccc1F)N1CCN(Cc2ccccc2)CC1
    1.8, 47, i, 6.0%, 0.2%, 8%, -9%, -3%, 0.8%, -4%, 36
33) Cn1nc(C(=O)Nc2ccc(Cl)cc2)cc1C(=O)Nc1ccc(Cl)cc1
    -1.8, 88, i, 0.0%, -0.2%, 9%, -4%, -5%, -0.7%, 10%, 53
34) O=C(Nc1ccccc1N1CCCCC1)c1ccc(Cl)cc1
    2.9, 64, i, -1.9%, 1.1%, 21%, 9%, 17%, 1.1%, 21%, 16
35) OCCCNC(=S)Nc1ccc2nc(-c3ccccn3)c(-c3ccccn3)nc2c1
    0.2, 36, i, 3.6%, 0.3%, 16%, -6%, 1%, -0.2%, 28%, 43
36) CCOc1ccc(NC(=O)C2CCN(S(=O)(=O)CC)CC2)cc1
    0.8, 71, i, 1.5%, -0.2%, -23%[20 µM], 4%, -7%, -0.2%, 9%, 62
37) O=C(NC1CCCCC1)C1CCCN1S(=O)(=O)c1ccc(F)cc1 (stereo unspecified)
    -1.4, 66, i, -0.6%, 0.2%, -69%, -3%, 11%, -0.7%, 2%, 16
38) CCN(CC)C(=O)CSc1nnc(-c2ccccn2)n1-c1ccccc1OC
    0.9, 50, i, 7.9%, 0.4%, 12%, -6%, -5%, 0.0%, 9%, 16
39) O=C(c1ccc(Cl)cc1)C1C2C(=O)N(c3ccccc3)C(=O)C2C2CCCN21 (stereo unspecified)
    /, /, /, -4.2%, 0.3%, -14%, -31%, 22%, -0.2%, 5%, /
40) O=C(/C=C/c1ccc(S(=O)(=O)N2CCOCC2)cc1)NCc1ccccc1
    -0.6, 84, i, -2.9%, -0.2%, -30%, -12%, -5%, 0.1%, 5%, 23
41) CCCCOC(=O)CSc1nc2ccccc2o1
    0.4, 50, i, 2.7%, -0.1%, 6%, 1%, -3%, 0.7%, -2%, 20
42) CCOC(=O)c1ccc(NC(=S)NCCc2ccc(F)cc2)cc1
    7.5, 60, i, -1.9%, -0.1%, 1%, 7%, -1%, 0.5%, -4%, 54
43) CCOc1cc(Br)c(CC(=O)O)cc1OCC
    1.4, 50, i, 2.9%, -0.1%, 49%, -5%, 6%, 0.1%, 0%, 55
44) Cc1onc(-c2ccccc2Cl)c1C(=O)Nc1cccnc1
    -0.2, 59, i, -4.6%, 0.2%, -24%, 14%, 1%, 0.2%, 12%, 29
45) CCOC(=O)N/N=C1\CC(C)CC(C)(C)C1 (stereo unspecified)
    1.3, 53, i, 8.7%, 0.7%, -4%, -1%, 10%, 0.4%, 11%, 46
46) COc1ccc(CNC(=O)C(=O)NCC2CCCO2)cc1 (stereo unspecified)
    0.2, 59, i, 2.5%, 0.3%, -38%, -13%, 6%, 0.1%, 8%, 28
47) N/C(=N\NC(=O)c1ccc(Cl)cc1)c1cnccn1
    0.2, 43, i, -0.6%, 0.6%, 24%, 0%, 1%, 0.2%, -5%, 21
48) Cc1ccc(SCCNC(=O)c2ccccc2F)cc1
    0.1, 56, i, -0.7%, -0.4%, -51%[20 µM], -3%, -5%, -0.1%, 0%, 60
49) CC(C)S(=O)(=O)C/C(N)=N/OC(=O)c1cc(Cl)cc(Cl)c1
    -1.5, 51, i, 0.6%, 2.7%, /, 4%, -5%, 0.4%, 9%, 26
50) Cc1ccc(N2CC(C(=O)Nc3ccccc3N3CCCC3)CC2=O)cc1 (stereo unspecified)
    0.0, 70, i, -4.8%, -0.1%, -13%, 0%, 9%, -0.5%, 25%, 32
51) O=C(CCN1C(=O)c2ccccc2C1=O)N1CCN(Cc2ccc(Cl)cc2Cl)CC1
    3.5, 48, i, 4.4%, -0.1%, 18%, -5%, -1%, -0.4%, -10%, 59

Assay outcomes: PubChem, several laboratories
